Source: PubChem BioAssay (several laboratories)
HGIII-sPLA2 inh: human group III sPLA2 inhibitors, primary screen, biochemical, QFRET, BODIPY PC-A2 liposome substrate; inhibition, % at 12.2 µM; QFRET BODIPY PC-A2 liposome hydrolysis, fluorescence; actives 0.56% (n = 370,000);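 active = inhibition above mean plus 3 SD of compounds lying within the high and low control bounds, cut at about 19% in these data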;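 also: 0% = median of test compound wells and 100% = no enzyme DMSO wells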
ssDAF12 agonist: S. stercoralis DAF-12 nuclear receptor activators, primary screen, cell-based, luminescence, HEK293, GRIP1 co-expression, lit1-tk-luc; Nuclear hormone receptor DAF-12 (Strongyloides stercoralis); activation, % at 6.8 µM; actives 1% (n = 370,000); HEK293 ssDAF-12/GRIP1 lit1-tk-luc reporter; % of 3 µM dafachronic acid response; AID 652126, 2013;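 active = activation above the mean over all tested compounds plus 3 SD, cut at about 0.9% in these data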;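 also: 0% = DMSO-only wells and 100% = 3 µM delta7-dafachronic acid wells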
hcDAF-12 act: H. contortus DAF-12 nuclear receptor activators, primary screen, cell-based, luminescence, HEK293, lit1-tk-luc reporter. HEK293 hcDAF-12 lit1-tk-luc reporter; 0% DMSO, 100% Δ7-dafachronic acid. activation, % at 6.8 µM. actives 1.4% (n = 370,000). AID 652067, 2013;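 active = activation above the mean of all tested compounds plus 3 SD, cut at about 5.5% in these data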;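 also: 100% = response to 3 µM Δ7-dafachronic acid high control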
ADAM10 inh: human ADAM10 inhibitors, primary screen, biochemical, QFRET, HTS. Disintegrin and metalloproteinase domain-containing protein 10 (Homo sapiens), O14672. recombinant ADAM10, EDANS/DABCYL FRET peptide cleavage, 3 h. inhibition, % at 7 µM. actives 0.62% (n = 370,000). AID 720582, 2013;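 active = inhibition above a per-campaign cutoff equal to the mean of compounds falling between control-based bounds plus 3 SD, cut at about 20% in these data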;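 also: 0% = DMSO wells while the 100% control is not disclosed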
GC-A act: GC-A stimulated cGMP production enhancers – HEK293 GC-A cells, cGMP TR-FRET, EC30 ANP, primary screen; 0% at EC30 ANP, 100% saturating ANP; activation, % at 10 µM; actives 0.14% (n = 370,000); in the data active = activation above about 40%
Target sequence (P16066 whole entry, looked up): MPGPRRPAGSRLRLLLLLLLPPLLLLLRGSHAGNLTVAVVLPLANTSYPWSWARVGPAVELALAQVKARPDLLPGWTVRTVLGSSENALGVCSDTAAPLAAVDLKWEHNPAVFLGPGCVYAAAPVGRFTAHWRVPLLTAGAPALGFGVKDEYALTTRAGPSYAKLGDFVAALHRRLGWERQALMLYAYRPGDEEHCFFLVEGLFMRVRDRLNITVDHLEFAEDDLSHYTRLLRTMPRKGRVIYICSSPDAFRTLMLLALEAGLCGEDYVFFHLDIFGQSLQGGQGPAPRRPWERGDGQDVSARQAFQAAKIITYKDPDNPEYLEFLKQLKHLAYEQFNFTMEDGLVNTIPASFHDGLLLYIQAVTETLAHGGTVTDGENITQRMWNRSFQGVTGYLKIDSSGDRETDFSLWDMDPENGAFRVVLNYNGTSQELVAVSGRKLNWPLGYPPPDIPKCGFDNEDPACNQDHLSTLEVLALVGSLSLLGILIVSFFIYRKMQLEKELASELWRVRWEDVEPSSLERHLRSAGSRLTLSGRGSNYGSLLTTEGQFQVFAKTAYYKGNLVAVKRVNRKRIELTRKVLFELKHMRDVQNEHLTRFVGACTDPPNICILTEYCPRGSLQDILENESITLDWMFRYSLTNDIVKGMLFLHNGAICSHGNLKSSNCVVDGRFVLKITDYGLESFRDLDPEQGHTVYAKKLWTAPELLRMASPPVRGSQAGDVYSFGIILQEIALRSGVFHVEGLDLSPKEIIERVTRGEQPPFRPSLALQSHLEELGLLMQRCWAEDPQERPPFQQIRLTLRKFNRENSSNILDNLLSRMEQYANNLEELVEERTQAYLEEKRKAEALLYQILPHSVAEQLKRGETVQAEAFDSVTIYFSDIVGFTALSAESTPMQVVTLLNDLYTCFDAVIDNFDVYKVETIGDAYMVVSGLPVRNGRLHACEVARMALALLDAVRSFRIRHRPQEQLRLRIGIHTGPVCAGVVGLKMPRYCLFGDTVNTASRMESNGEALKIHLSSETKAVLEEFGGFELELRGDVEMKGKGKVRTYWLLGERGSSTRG
DAX1 inh-1: DAX1 (NR0B1) inhibitors on StAR promoter, primary screen, cell-based, luminescence, SF-1 (NR5A1), full-length DAX-1. AID 652010, 2013. HEK293T StAR-luciferase reporter, SF-1/DAX-1 repression relief. actives 1.1% (n = 370,000). inhibition, % at 6.8 µM;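 active = inhibition above the mean over all tested compounds plus 3 SD, cut at about 3.6% in these data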;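 also: 0% = DAX-1 cells with DMSO and 100% = cells lacking DAX-1 with DMSO; higher inhibition means more luminescence from relief of DAX-1 repression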
GC-B act: human GC-B receptor activators, primary screen, HEK293 GC-B cells, cGMP TR-FRET, EC30 CNP; activation, % at 10 µM; 0% at EC30 CNP, 100% saturating CNP; actives 0.11% (n = 370,000); AID 1920062, 2024;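 active = activation at 10 µM reaching about 35% in either raw or pattern-adjusted values, limit read from the data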
DAX1 inh-2: DAX1 (NR0B1) inhibitors, primary screen, cell-based, HEK293, Gal4-DAX1, luciferase luminescence; Nuclear receptor subfamily 0 group B member 1 (Homo sapiens), P51843; HEK293 Gal4-DAX1 luciferase reporter; inhibition, % at 6.75 µM; actives 0.99% (n = 340,000); AID 504766, 2011;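 active = inhibition above the mean over all tested compounds plus 3 SD, cut at about 4.2% in these data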;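 also: 0% = DAX1-transfected cells with DMSO and 100% = empty-vector control cells with DMSO; inhibition shows as a rise in luminescence from relieved DAX1 repression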
SMARCA2 act: SMARCA2 (BRM) function activators, primary screen, cell-based, luminescence, high throughput. MG213 cells, MMTV-luciferase reporter, dexamethasone, overnight. activation, % at 9.1 µM. actives 1% (n = 370,000); in the data active = activation above about 7.8%;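 also: 0% = vehicle wells and 100% = reference activator wells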
GAA850 FXN act: FXN promoter activators, primary screen, cell-based, luciferase luminescence, HEK293 lucGAA850; HEK293 lucGAA850 FXN promoter luciferase reporter, 24 h; percent of 10 µM SAHA response; activation, % at 6 µM; actives 0.56% (n = 360,000); AID 540364, 2011;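 active = activation above the average of all compounds screened plus 3 SD, cutoff fixed separately per campaign, cut at about 7.5% in these data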;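 also: 0% = DMSO wells and 100% = 10 µM SAHA wells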
hgDAF12 agonist: H. glycines DAF-12 receptor agonists, primary screen, cell-based, luminescence, HEK293, GAL4 fusion, UAS-luciferase | Nuclear hormone receptor DAF-12 (Heterodera glycines), GAL4 fusion | HEK293 GAL4-hgDAF12 UAS-luciferase reporter, agonist luminescence; normalized to butyrate control | activation, % at 6.8 µM | actives 1.8% (n = 370,000);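 active = activation above a cutoff set at the mean of all screened compounds plus 3 SD, cut at about 10% in these data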;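 also: 0% = DMSO wells and 100% = sodium butyrate wells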
The depositor's hits bear a star; · = no result given.

SMILES | HGIII-sPLA2 inh | ssDAF12 agonist | hcDAF-12 act | ADAM10 inh | GC-A act | DAX1 inh-1 | GC-B act | DAX1 inh-2 | SMARCA2 act | GAA850 FXN act | hgDAF12 agonist
Cc1cc(C)cc(NC(=O)Nc2cc(S(=O)(=O)N(C)C)ccc2C)c1 | -7 | -2.3 | -3.5 | 3 | -13 | -0.6 | 1 | · | -3 | -1.5 | -0.4
O=C(NNC(=O)c1cccnc1)c1ccncc1 | 2 | -0.1 | -1.2 | 10 | -2 | 0.2 | 2 | 1.1 | 0 | 1.5 | 0.8
N#C[C@]1(S(=O)(=O)c2ccccc2)C[C@@H]2ON=C(c3cccc(Br)c3)[C@@H]2C1 | -5 | -2.3 | -3.6 | 3 | -7 | -1.9 | 0 | -2.1 | -1 | -1.3 | -3.1
CC(C)(C)c1ccc(/C=C(\C#N)C(=O)NC2CC2)cc1 | 16 | -0.2 | 0.5 | 1 | 9 | 0.3 | 4 | · | -5 | 1.8 | 1.2
O=C1c2ccccc2C(=O)N1c1ccc(Cc2ccncc2)cc1 | 5 | -0.9 | -2.6 | 1 | -2 | 0.5 | -3 | -2.8 | -6 | -1.9 | -4.0
Cc1ccccc1N1CN(Cc2ccco2)CNC1=S | 16 | -1.7 | -1.9 | -9 | -3 | -0.5 | 2 | 1.1 | -3 | 2.5 | 0.6
O=C(Nc1ccc(F)cc1)NC1CCCCCCC1 | -8 | -0.7 | -0.1 | 7 | 1 | 3.6 | 5 | 0.2 | 6 | 3.0 | 12*
COC(=O)/C(=C\Nc1ccccc1)NC(=O)c1ccc(Cl)cc1Cl | 5 | -1.2 | 0.5 | -4 | -4 | 0.1 | -8 | 0.3 | 2 | -1.1 | 1.2
COc1ccc(OC)c(N/C(N)=N/c2nc(C)cc(C)n2)c1 | 13 | -1.0 | -2.1 | -4 | -7 | -0.2 | -3 | 0.2 | -2 | -0.6 | 0.2
O=S(=O)(Nc1cc(F)ccc1F)c1cccc2nsnc12 | 3 | -1.1 | 1.2 | -3 | 0 | -0.4 | 4 | 1.0 | 0 | 1.5 | -1.1
CC(=O)C1(C(=O)NC2CCCC2)CC(c2ccccn2)=NO1 (stereo not given) | 1 | -1.1 | -2.9 | 2 | 2 | 0.6 | 4 | · | 0 | · | 0.2
CC(C)C[C@H]1CN([C@@H](CC(C)C)CN2CCC[C@H]2CN2C(=O)C(=O)NC[C@@H]2Cc2ccc(O)cc2)C(=O)C(=O)N1CCc1ccccc1 | -4 | -0.5 | -0.2 | -3 | 4 | -0.9 | 3 | · | -4 | · | -1.7
COc1ccc(NC(=O)C(c2ccccc2)N(C)C(=O)c2ccc(=O)[nH]c2)cc1 (stereo not given) | -3 | -0.7 | -0.7 | -1 | 2 | 0.1 | 3 | -0.8 | 6 | 3.2 | -0.3
CC(C)C(=O)N1CCN(C2=NS(=O)(=O)c3ccccc32)CC1 | 4 | -0.9 | 0.5 | 4 | 3 | 1.0 | 2 | 0.6 | 0 | -0.3 | -0.7
Cc1cc(C)n(S(=O)(=O)c2ccc(C)c(C)c2C)n1 | 0 | -0.8 | -2.3 | -12 | -8 | -0.6 | 2 | -1.2 | -3 | 4.1 | 0.6
Cc1cccc(C)c1NC(=O)C1C(c2ccc3c(c2)OCO3)=Nc2ccccc2N1C(=O)c1cccc2ccccc12 (stereo not given) | -1 | -1.3 | -0.8 | -18 | -2 | -0.8 | -9 | · | 1 | · | 0.8
CC(=O)N(O)CCCCCNC(=O)CCC(=O)N(O)CCCCCNC(=O)CCC(=O)N(O)CCCCCNC(=O)CCC(=O)O | 3 | -1.2 | 0.3 | 3 | 4 | -0.1 | -7 | 0.2 | 3 | -1.1 | -0.1
Cc1cccc(-n2c(Cn3nc(C)c([N+](=O)[O-])c3C)n[nH]c2=S)c1 | 4 | -1.6 | -1.8 | 6 | 5 | -0.2 | 2 | -0.2 | 0 | -1.2 | -0.8
Cc1ccc(Sc2cc(N3CCOCC3)nc(-c3ccccc3)n2)cc1 | 8 | -1.2 | -0.7 | -13 | -3 | 0.1 | 0 | 0.6 | -1 | -0.2 | -0.8
CCOc1ccccc1NC(=O)N1CCCC1C(=O)Nc1ccc(-n2cnnn2)c(C)c1 (stereo not given) | -6 | -1.2 | -2.2 | 0 | -2 | 0.3 | -7 | -0.3 | -1 | 0.0 | -1.3
COc1ccc(NC(=O)c2ccc(N3C(=O)C4CC=C(Cl)CC4C3=O)cc2)cc1 (stereo not given) | -10 | -1.6 | -0.7 | 8 | 4 | 0.1 | 1 | -0.6 | 0 | -2.6 | 2.1
Cc1cc(Cl)ccc1OCC(=O)N/N=C/c1ccc[nH]1 | -1 | -1.6 | -2.1 | 4 | 2 | · | -6 | · | · | · | -2.1
CCCCN1C(=O)C(CC(=O)NC(c2ccccc2)c2ccccc2)CC(C(=O)N2CCOCC2)=C1C (stereo not given) | 0 | -1.4 | -1.4 | -2 | -1 | -0.1 | -3 | 0.9 | -5 | 1.2 | 0.7
CCCCN1CC(N2CCCC2)CS1(=O)=O (stereo not given) | 5 | -0.1 | -2.4 | -3 | 1 | 0.0 | 3 | · | -5 | · | -3.8
Cc1cc(C)c(CN2CCN(Cc3ccc(C)o3)C(CCO)C2)c(-n2cccn2)c1 (stereo not given) | -6 | -2.0 | -0.9 | -11 | -9 | 0.1 | -8 | 0.7 | 5 | 1.7 | -0.4
C=CCC1NS(=O)(=O)OC(CCc2ccccc2)C1O (stereo not given) | -6 | -0.7 | -0.6 | -3 | -1 | -0.1 | 4 | 0.3 | 0 | -0.6 | 0.3
COCCn1c(C)cc(C(=O)Cn2nc(C(=O)O)c3ccccc3c2=O)c1C | 1 | 0.2 | 1.0 | -3 | 3 | 3.5 | 4 | 1.4 | 4 | 9.4* | 14*
Cc1c(N=Cc2ccc(Br)s2)cccc1[N+](=O)[O-] | 0 | -1.4 | -0.1 | 1 | 8 | -0.2 | 8 | 0.7 | -1 | 0.8 | 4.5
C=CCn1c(Cc2cccs2)nnc1SC/C=C/c1ccccc1 | 4 | -1.6 | -1.8 | 7 | -8 | -0.9 | 1 | -0.4 | -3 | -0.9 | 1.6
CCCNC(=O)C1(C)CCCN(Cc2ccc(C#N)cc2)C1 (stereo not given) | -1 | -0.9 | -2.2 | -6 | 1 | -0.5 | -4 | · | 0 | 1.8 | -0.6
COc1cccc(Cn2ncc3c4sc(S(C)=O)cc4n(C)c3c2=O)c1 (stereo not given) | 3 | -1.6 | -4.2 | -11 | 10 | · | 11 | · | · | · | 0.2
COc1ccc(NC(=O)CSc2n[nH]c(-c3ccncc3)n2)c([N+](=O)[O-])c1 | 3 | -1.2 | -0.3 | -10 | -1 | -2.1 | -4 | -0.5 | -1 | -0.6 | 2.0
Cc1ccc(CCNC(=O)c2ccc(CS(=O)(=O)Cc3ccc(F)cc3)o2)cc1 | 7 | -1.6 | -0.3 | 5 | 3 | -1.9 | 1 | -0.3 | -1 | 1.0 | 0.8
Cc1ccc(NS(=O)(=O)c2cc(C(=O)N3CCOCC3)ccc2C)cc1 | -1 | -1.4 | 0.5 | -9 | -4 | -0.2 | 2 | 2.6 | -1 | 0.1 | -1.0
COC(=O)NCC(c1cccnc1)N1CCN(c2ccccc2)CC1 (stereo not given) | 1 | -1.6 | -0.7 | -3 | -3 | 0.4 | 1 | -0.3 | -2 | 1.8 | 0.9
CCn1nc(C)cc1C(=O)N1CCCC(CCC(=O)NCc2ccccc2F)C1 (stereo not given) | 0 | -1.6 | -0.3 | -8 | -2 | 0.1 | 3 | -0.2 | -3 | 0.8 | -3.3

Structures from the list above that have a nitro group on carbon:
SMILES | HGIII-sPLA2 inh | ssDAF12 agonist | hcDAF-12 act | ADAM10 inh | GC-A act | DAX1 inh-1 | GC-B act | DAX1 inh-2 | SMARCA2 act | GAA850 FXN act | hgDAF12 agonist
Cc1cccc(-n2c(Cn3nc(C)c([N+](=O)[O-])c3C)n[nH]c2=S)c1 | 4 | -1.6 | -1.8 | 6 | 5 | -0.2 | 2 | -0.2 | 0 | -1.2 | -0.8
Cc1c(N=Cc2ccc(Br)s2)cccc1[N+](=O)[O-] | 0 | -1.4 | -0.1 | 1 | 8 | -0.2 | 8 | 0.7 | -1 | 0.8 | 4.5
COc1ccc(NC(=O)CSc2n[nH]c(-c3ccncc3)n2)c([N+](=O)[O-])c1 | 3 | -1.2 | -0.3 | -10 | -1 | -2.1 | -4 | -0.5 | -1 | -0.6 | 2.0

Following part
SMILES | HGIII-sPLA2 inh | ssDAF12 agonist | hcDAF-12 act | ADAM10 inh | GC-A act | DAX1 inh-1 | GC-B act | DAX1 inh-2 | SMARCA2 act | GAA850 FXN act | hgDAF12 agonist
CCCCc1ccc(S(=O)(=O)N2CCN(C(=O)c3ccco3)CC2)cc1 | 6 | -1.6 | 1.3 | 8 | -3 | -0.8 | 7 | -0.5 | -5 | 0.2 | -0.5
O=C(CCC(=O)N1CCN(c2ccccc2)CC1)Nc1nnc(C2CCCCC2)s1 | 0 | -1.0 | -2.0 | 1 | 0 | 0.4 | -6 | 1.0 | -3 | 0.5 | 1.6
O=C(Cc1c[nH]c2ccccc12)Nc1ccc(N2CCOCC2)cc1 | -26 | -0.4 | 3.8 | 1 | 0 | 0.7 | 2 | -0.6 | -5 | 1.9 | -1.9
CCCNC(=O)C(=O)Nc1ccc(N(C)C)cc1 | 16 | -0.6 | 1.2 | 10 | -5 | 1.9 | -4 | 2.5 | 4 | 1.8 | 5.3
Cc1ccccc1OCC(=O)Nc1ccccc1-c1ccccc1NC(=O)COc1ccccc1C | -10 | -0.3 | 2.2 | -3 | -4 | 0.1 | -2 | -0.9 | 0 | 15* | 1.1
COC(=O)c1ccc(COc2cccc(C)c2C)cc1 | 3 | -0.8 | 0.2 | -4 | 3 | 0.0 | 1 | -1.3 | -2 | 3.9 | 1.2
C#CCOCCOCCOCCNc1nc(N2CCN(C(=O)Cn3cc(CCCN=C(N)N)nn3)CC2)nc(N2CCN(C(=O)[C@H]([C@@H](C)CC)n3cc(CCCCN)nn3)CC2)n1 | 0 | -1.0 | -1.1 | 3 | 0 | 1.1 | 5 | 0.3 | 3 | -2.4 | 1.2
O=C(Nc1ccccc1)c1cccc(N2C(=O)C3C4CC(C(Br)C4Br)C3C2=O)c1 (stereo not given) | -4 | 0.0 | -1.1 | -5 | 2 | 0.2 | 3 | -0.4 | -2 | -0.3 | 0.9
CC(C)(C)OC(=O)N1C[C@H](O)C[C@H]1C(=O)OCC(=O)c1ccc([N+](=O)[O-])cc1 | -14 | -1.6 | 1.1 | 4 | 2 | -0.6 | 3 | 0.1 | 0 | 0.6 | -1.0
